Bioassay records deposited in PubChem BioAssay by The Scripps Research Institute Molecular Screening Center.
LEDGF integ inh: blocks HIV-1 LEDGF/p75-dependent DNA integration. inhibition, % at 3.7 µM. TR-FRET IN-LEDGF/p75 DNA integration, Eu/Cy5. AID 743269. hit rate 0.64% among 370,000;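 active = inhibition above the screen-wide mean plus 3 SD, cut at about 13% in these data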;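 note: signal is the Cy5 over europium emission ratio at 671 and 618 nm; 0% = plate median of compound wells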
ARFGAP1 inh: rat ARFGAP1 inhibition; Q62848; Arfgap1-stimulated ARF1 GTP hydrolysis, GDP FP detection; inhibition, % at 16.5 µM; hit rate 0.26% among 360,000; AID 651572;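 active = inhibition above a per-plate limit, mean inhibition of low control wells plus 3 SD, cut at about 25% in these data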;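 note: 0% = DMSO wells with enzyme and 100% = wells lacking Arfgap1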
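system = rat Arfgap1 catalytic domain, aa 1-136 | technique = FP, GDP Alexa 633 tracer displaced from anti-GDP antibody, 620/688 nm | compound = one concentration, 16.5 µM, DMSO 1.26% | medium = HEPES-based buffer, pH 7.5 | timing = compound-enzyme preincubation 20 min, reaction 120 min, detection 60 min, 25 °C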
ADAM10 inh: inhibitors of human ADAM10; hit rate 0.62% among 370,000; recombinant ADAM10, EDANS/DABCYL FRET peptide cleavage, 3 h; inhibition, % at 7 µM;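 active = inhibition above a per-campaign cutoff equal to the mean of compounds falling between control-based bounds plus 3 SD, cut at about 20% in these data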;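 note: 0% = DMSO wells while the 100% control is not disclosed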
PLCg1 inh: blocks human PLC-gamma1 enzyme activity | P19174 | purified PLC-gamma1, fluorogenic substrate, fluorescence | inhibition, % at 12.2 µM | hit rate 0.84% among 370,000 | AID 720700; in the data active = inhibition above about 9.5%
Target sequence (P19174 whole entry, looked up): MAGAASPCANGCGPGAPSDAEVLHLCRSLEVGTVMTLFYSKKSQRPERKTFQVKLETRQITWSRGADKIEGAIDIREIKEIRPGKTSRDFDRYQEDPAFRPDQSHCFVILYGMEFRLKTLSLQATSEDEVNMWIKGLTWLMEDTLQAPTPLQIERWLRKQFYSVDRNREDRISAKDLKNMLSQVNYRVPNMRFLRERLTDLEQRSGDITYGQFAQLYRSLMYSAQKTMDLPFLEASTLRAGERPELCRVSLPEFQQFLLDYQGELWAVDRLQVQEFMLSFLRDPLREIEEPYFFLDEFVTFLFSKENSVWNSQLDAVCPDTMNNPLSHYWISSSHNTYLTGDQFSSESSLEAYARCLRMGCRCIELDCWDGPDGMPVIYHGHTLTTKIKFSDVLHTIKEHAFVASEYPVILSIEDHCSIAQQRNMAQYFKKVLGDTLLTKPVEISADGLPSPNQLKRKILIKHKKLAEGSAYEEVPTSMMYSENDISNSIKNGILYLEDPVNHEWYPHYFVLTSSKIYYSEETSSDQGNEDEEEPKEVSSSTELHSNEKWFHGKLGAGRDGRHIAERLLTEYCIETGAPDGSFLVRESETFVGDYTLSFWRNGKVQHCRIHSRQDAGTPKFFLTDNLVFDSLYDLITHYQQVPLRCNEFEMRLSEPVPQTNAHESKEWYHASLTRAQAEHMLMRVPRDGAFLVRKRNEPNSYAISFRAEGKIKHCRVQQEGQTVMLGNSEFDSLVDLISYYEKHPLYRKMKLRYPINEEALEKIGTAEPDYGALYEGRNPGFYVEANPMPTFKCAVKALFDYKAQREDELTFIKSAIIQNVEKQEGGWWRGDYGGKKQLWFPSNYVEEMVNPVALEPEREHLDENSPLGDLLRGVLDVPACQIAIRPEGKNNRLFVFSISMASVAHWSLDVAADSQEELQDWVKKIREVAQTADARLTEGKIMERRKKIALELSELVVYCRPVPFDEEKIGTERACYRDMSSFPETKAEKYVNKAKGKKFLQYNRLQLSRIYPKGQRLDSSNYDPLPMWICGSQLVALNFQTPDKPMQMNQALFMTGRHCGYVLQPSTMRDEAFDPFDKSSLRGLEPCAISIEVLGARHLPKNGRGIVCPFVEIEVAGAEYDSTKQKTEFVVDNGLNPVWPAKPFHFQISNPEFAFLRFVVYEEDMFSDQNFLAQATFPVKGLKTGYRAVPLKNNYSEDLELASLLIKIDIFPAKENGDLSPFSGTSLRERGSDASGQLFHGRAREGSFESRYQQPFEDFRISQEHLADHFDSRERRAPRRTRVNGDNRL
DDE Tn6 FP inh: DD(E)-Tn6 binding inhibition, primary FP screen; P02675; Fibrin DD(E) TRITC-Tn6 fluorescence polarization displacement; inhibition, % at 8.3 µM; hit rate 0.21% among 370,000; AID 720509;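 active = inhibition above a per-campaign cutoff: mean of compounds within control limits plus 3 SD, cut at about 15% in these data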;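 note: 0% = median of all compound wells on the plate and 100% = blocking peptide control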
TDP2 inh: blocks human TDP2 phosphodiesterase activity. recombinant TDP2, T5PNP hydrolysis, p-nitrophenol absorbance 415 nm. O95551. inhibition, % at 12.8 µM. AID 720702. hit rate 0.34% among 370,000;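 active = inhibition above the mean of all tested compounds plus 3 SD, set per campaign, cut at about 25% in these data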;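 note: 0% = DMSO with enzyme and 100% = buffer with substrate but no TDP2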
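Assay system: Recombinant human TDP2 | Quantity: 120 nM TDP2 per well | Incubation: 2 h at 37 °C | Signal: Epi absorbance | Evaluation: Percent inhibition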
proKLK7 act: activators of human kallikrein-7 zymogen | hit rate 0.9% among 370,000 | purified proKLK7, EDANS-DABCYL substrate fluorescence; 100% is mature enzyme control, 0% vehicle | AID 652039 | activation, % at 7 µM;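 active = activation above the mean of all tested compounds plus 3 SD, computed per campaign excluding outliers beyond control limits, cut at about 13% in these data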
ADAM17 inh: ADAM17 inhibition, QFRET primary screen | hit rate 0.83% among 370,000 | AID 720648 | inhibition, % at 6.95 µM | P78536 | recombinant ADAM17, EDANS/DABCYL FRET peptide cleavage;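 active = inhibition above the mean of compounds lying between control limits plus 3 SD, set per campaign, cut at about 8.5% in these data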;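 note: 0% = DMSO-only wells as the low control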
ASAP1 GAP inh: ASAP1 ArfGAP inhibition. AID 624377. ASAP1-stimulated ARF1 GTP hydrolysis, GDP FP detection. inhibition, % at 16.5 µM. Q9ULH1. hit rate 0.19% among 360,000; in the data active = inhibition above about 25%;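 note: 0% = vehicle with enzyme and substrate and 100% = no enzyme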
DDE Tn7 FP inh: inhibitors of Tn7 peptide binding to human fibrin DD(E); inhibition, % at 8.3 µM; hit rate 0.13% among 370,000; P02675; FP displacement of FITC-Tn7 peptide from fibrin DD(E); 0% = median of compound wells per plate;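 active = inhibition above the mean of compounds falling within the control limits plus 3 SD of them, cut at about 14% in these data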;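 note: 0% = plate median of compound wells and 100% = 10 µM Aha-Tn7 peptide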
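Assay system: Human clot-derived fibrin DD(E) complex | Buffer or medium: Tris/NaCl/CaCl2 buffer, pH 7.8 | Repeats: One replicate per compound | Benchmarks: Aha-Tn7 high control | Measure: % inhibition scaled between sample-field median and high-control FP | Schedule: 10 min plus 3 h, room temperature | Signal: Fluorescence polarization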
An asterisk follows results filed as active; i = inactive; x = no result given.

SMILES	LEDGF integ inh	ARFGAP1 inh	ADAM10 inh	PLCg1 inh	DDE Tn6 FP inh	TDP2 inh	proKLK7 act	ADAM17 inh	ASAP1 GAP inh	DDE Tn7 FP inh
NS(=O)(=O)c1cccc(NC(=O)COC(=O)CCc2ccccc2)c1	-1	8	4	0	0	5	0.5	-1	-2	7
O=c1c2c3c(sc2ncn1/N=C/c1ccc([N+](=O)[O-])o1)CCCC3	2	-8	-2	-1	2	8	0.7	0	1	4
N#CC1(NC(=O)COc2ccc(S(=O)(=O)N3CCCC3)cc2[N+](=O)[O-])CCCCC1	-4	9	-3	-1	-5	-2	0.3	-4	13	8
CC(C)n1cc(CN2CCN(C)C(CCO)C2)c2ccccc21 (stereo unspecified)	-7	-3	-2	-1	0	-11	0.5	-4	-3	5
CCCCNC(=O)c1cc2c(C)cc(C)cc2[nH]1	-5	-2	-21	-8	1	1	0.8	-7	-2	1
CCCCn1nc(C(=O)Nc2cc(S(=O)(=O)N(C)C)ccc2C)c2ccccc2c1=O	2	2	6	-1	0	0	0.2	-1	2	-4
CC(C)N(Cc1ccccc1)C(=O)CN1C(=O)COc2ccc(S(=O)(=O)NC3CCCC3)cc21	2	6	5	-2	1	15	0.6	-2	-4	9
COc1ccc(-c2cc(=O)oc3cc(OC(=O)C4CCCCC4)ccc23)cc1	1	2	-25	-278	-7	3	7.3	-7	-3	4
Cc1ccc(CNC(=O)C2CC(=O)N(C3CCCCCC3)C2)cc1 (stereo unspecified)	-1	-9	4	0	-4	1	-0.3	-4	-10	-2
COc1ccc(N2CCN(S(=O)(=O)c3cccc4cccnc34)CC2)cc1	4	4	-2	2	2	-2	-0.5	-2	9	-4
CC1(c2nc3ccccc3cc2C#N)OCCO1	4	8	7	5	1	-9	-0.2	3	-4	-1
O=C(COC(=O)c1cc[n+]([O-])cc1)Nc1ccc(Cl)c(C(F)(F)F)c1	-4	1	-8	-6	3	-6	0.3	-6	5	1
Cc1ccc(S(=O)(=O)N2CCOCC2)cc1NC(=O)CSc1nnc(NC2CC2)s1	-4	-3	-4	3	-3	-8	0.3	-5	12	6
CC(C)C[C@H]1CN(CCCC[C@@H]2CNC(=O)C(=O)N2CCc2ccccc2)C(=O)C(=O)N1CCC1CCCCC1	4	-6	-10	6	4	1	-0.8	-5	-15	-3
COC(=O)c1ccc(C)c(NC(=O)CSc2nc3[nH]c(=O)cc(O)c3s2)c1	-1	0	-7	-4	6	-2	0.2	-1	7	1
CN1C(=O)[C@H]2[C@@H](C3CC3)N3C(=O)CN(Cc4ccc(-c5ccccc5)cc4)C(=O)[C@@]3(C)[C@H]2C1=O	-2	5	-14	-4	1	11	-0.2	-8	-22	0
COc1ccc(C2CC(=O)CCN2S(=O)(=O)c2ccc(C)cc2)cc1 (stereo unspecified)	-3	-5	-3	2	-1	-6	0.8	2	8	-9
Cc1c(N=NC2=C(O)CCCC2=O)c(=O)n(-c2ccccc2)n1C	-2	-10	-3	-1	0	-2	0.1	-1	-4	1
O=C(Cn1c(=O)oc2cc(S(=O)(=O)N3CCc4ccccc43)ccc21)N1CCCCC1	-3	7	-11	-2	7	0	0.6	-3	7	6
COC(=O)c1ccc(C23CC4(C2)[C@H](CN(CC2CCCCC2)[C@@H]4c2ccccc2)C3c2ccc(C(F)(F)F)cc2)cc1 (stereo partly specified)	-2	-2	4	-1	-1	2	0.2	0	0	-8

Whole records, looked up by structure. Screens in order: LEDGF integ inh | ARFGAP1 inh | ADAM10 inh | PLCg1 inh | DDE Tn6 FP inh | TDP2 inh | proKLK7 act | ADAM17 inh | ASAP1 GAP inh | DDE Tn7 FP inh
CC(C)C[C@H]1CN(CCCC[C@@H]2CNC(=O)C(=O)N2CCc2ccccc2)C(=O)C(=O)N1CCC1CCCCC1 is listed with 4 | -6 | -10 | 6 | 4 | 1 | -0.8 | -5 | -15 | -3
O=C(COC(=O)c1cc[n+]([O-])cc1)Nc1ccc(Cl)c(C(F)(F)F)c1 is listed with -4 | 1 | -8 | -6 | 3 | -6 | 0.3 | -6 | 5 | 1

Continued:
SMILES	LEDGF integ inh	ARFGAP1 inh	ADAM10 inh	PLCg1 inh	DDE Tn6 FP inh	TDP2 inh	proKLK7 act	ADAM17 inh	ASAP1 GAP inh	DDE Tn7 FP inh
Cc1ccc(C2=NOC(=O)/C2=C\C=C\c2ccccc2)cc1	2	0	6	-3	-3	-2	0.0	1	6	-2
O=c1[nH]c(C2CCN(S(=O)(=O)c3ccccc3)CC2)nc2c1nnn2Cc1ccc2c(c1)OCCO2	1	-22	17	10*	-1	-4	-0.1	6	-9	-1
O=C(Nc1cccc(Br)c1)c1ccc2nc(N3C(=O)CCC3=O)sc2c1	1	2	-4	-4	-11	-13	0.6	-1	14	7
c1csc(CNc2ccn3nc(-c4ccc(OCCN5CCOCC5)cc4)cc3n2)c1	1	6	-109	-71	-10	-10	0.5	-28	-10	3
CN(C)CCCNc1c2ccccc2nc2ccccc12	-5	10	i	-402	-10	-10	5.9	i	-3	4
CNC(=S)N(Cc1ccc(Cl)cc1)Cc1cccs1	3	1	5	0	-1	3	0.4	-5	-11	4
O=C(Nc1cccc(F)c1)NC1CCCCC1	-2	-2	-3	1	1	-1	-0.3	-1	-1	5
CC(C)CNC(=O)OCc1cn(Cc2ccc(F)cc2)nn1	2	x	3	0	4	10	-0.7	4	x	-13
N/C(=N\O)c1ccc([N+](=O)[O-])s1	1	-11	-2	4	0	6	0.7	-3	11	0
CC(C)C[C@H](NC(=O)OC(C)(C)C)C(=O)N/N=C/c1ccc2nccnc2c1	0	16	-9	-7	6	-4	-0.1	-4	5	-15
CN(Cc1cccnc1)C(=O)c1cc(COc2ccc3ncccc3c2)on1	-2	-2	-6	-3	-1	13	-0.2	-5	-2	5
Cc1nn(C)c(C)c1S(=O)(=O)N(CC(=O)NCCCOC(C)C)c1ccc(C(C)C)cc1	2	-4	-3	-1	-7	8	0.4	-6	1	-2
COC(=O)[C@]12C[C@H](CC(=O)NCc3ccc(C)o3)C(=O)N(CCC3=CCCCC3)C1=C[C@H](C(C)(C)C)O[C@@H]2C	3	8	1	3	-1	-1	0.3	2	-7	-2
CN1CCN(CC#CCC(O)(c2ccccc2)C2CCCC2)CC1 (stereo unspecified)	1	2	-5	0	13	-2	-0.1	0	-1	5
CC(C)(C)c1csc(CS(=O)(=O)c2ccccn2)n1	1	10	-6	4	-5	-23	-0.2	-6	5	-2
CCc1cc2c(SCC(=O)c3ccc(Cl)s3)ncnc2s1	-1	-7	6	10*	3	-2	0.0	-65	-8	0
O=C1NC(=O)C2(CCCc3c([N+](=O)[O-])cccc32)N1 (stereo unspecified)	-1	3	-11	3	7	5	-0.2	-7	-2	6
O=C(NC1CCN(C(=S)NCCc2ccccc2)CC1)C1CCCCC1	-3	-10	-11	-3	-7	12	-0.1	-4	0	2
O=C1C[C@@H]2C(=O)N(c3ccccc3)C(=O)[C@@H]2[C@@H]2CN(S(=O)(=O)c3ccccc3)[C@@H](c3ccccc3)[C@H]12	-5	10	-1	-2	-3	0	0.4	-2	2	-9
O=C(OCC(=O)N1CCc2ccccc21)c1ccc([N+](=O)[O-])cc1	-1	-4	-9	2	0	9	-0.7	0	-6	-4
COc1ccc(NC(=O)CSc2nnc(CN3CCOCC3)n2-c2ccccc2)cc1Cl	-2	-8	1	3	-1	9	0.3	-3	3	-3
O=C(Nc1nc2ncccn2c1-c1ccc(F)cc1)c1ccccc1	0	x	-133	-125	-3	-4	2.8	-38	x	-1
COc1cc2c(cc1OC)CN(C(=O)c1ccc(S(=O)(=O)N3CCCC3)cc1)CC2	3	3	-3	-2	5	20	0.1	-2	3	-1
Cc1c(C(=O)Nc2ccc(C(F)(F)F)cc2)sc2ncn(CC(=O)N3CCN(c4ccccn4)CC3)c(=O)c12	-1	-5	-6	-3	2	18	0.0	-5	7	2
Cc1cccc(C)c1NC(=O)CSc1nnc(-c2ccccc2)n1Cc1ccc2c(c1)OCO2	-2	10	-2	-1	5	2	-0.3	-3	-3	-2
Cc1ccc(NC(=O)CSc2nccn2C)cc1F	-4	12	-3	-3	5	7	0.3	-4	3	2
CN(C)c1ccc(-c2noc(C3CCN(S(=O)(=O)c4ccc(C(=O)O)cc4)CC3)n2)cc1	1	15	4	4	3	-12	0.3	0	15	-1
COc1ccc(Nc2ccc(OC)cc2)cc1	-2	-1	3	-3	9	1	-0.3	-1	9	-2
N#Cc1ccsc1NC(=O)CN1CCN(S(=O)(=O)c2cc(Cl)ccc2Cl)CC1	5	2	4	1	-7	-8	-0.6	0	5	1
CCC(O)C1CCN(C(=O)c2cc(COc3ccc4ncccc4c3)on2)CC1 (stereo unspecified)	9	4	5	0	4	-7	0.6	-3	8	-2
Cc1ccc(C2N(c3nccs3)C(=O)C3CCCN32)cc1 (stereo unspecified)	-3	-3	-6	-1	12	10	0.3	-2	4	1
CNC(=O)C(Sc1nc(C)nc2c1oc1ccccc12)C(C)=O (stereo unspecified)	4	4	-23	1	-2	-2	-3.7	-11	-1	3
COc1ccccc1OCC(=O)Nc1ccccc1C(=O)N1CCCCC1	1	0	2	1	4	-12	0.7	-2	15	-8
NC(=O)CSc1nc2cccnc2n1-c1ccc(F)cc1	2	-12	-1	3	3	13	0.2	-4	-1	0
CCOC(=O)c1sc(NC(=O)c2ccc(S(=O)(=O)N(C)C)cc2)cc1C	-5	2	-40	-45	6	0	1.5	2	8	7
CCC(=O)N1CCC1(C)C(=O)Nc1cccc(OC)c1 (stereo unspecified)	5	3	1	4	4	-2	-0.3	1	-8	-5
CCN(CC)S(=O)(=O)c1ccc(N2CCOCC2)c(NC(=O)CCC2CCCCC2)c1	-2	-2	-1	-2	1	-10	0.3	4	-1	-3
CN(Cc1ccccc1)C(=O)COC(=O)c1ccc(Cl)c(N)c1	-2	12	-14	-14	4	-1	-0.7	-7	6	0
CN(C(=O)c1cc(-n2cnnc2)ccc1Cl)c1ccccc1	-2	-1	5	-1	5	-3	0.4	-1	-17	7
O=C(/C=C/c1cccc([N+](=O)[O-])c1)NCC1CCCO1 (stereo unspecified)	2	5	2	2	2	-10	0.4	1	5	-8
COc1ccc(Cl)cc1NC(=O)CNCc1cccs1	0	18	-10	3	-1	0	-0.1	0	-5	-5
COc1ccc(OC)c(C(c2nnnn2CCC(C)C)N2CCN(C(=O)c3ccco3)CC2)c1 (stereo unspecified)	-1	-7	1	1	-1	0	0.1	-3	-7	2
CCNC(=S)N/N=C/c1ccc(C(=O)O)cc1	1	-6	2	5	3	18	0.2	-4	1	0
